Compound activity from PubChem.
E coli RNAP: E. coli RNAP inhibitors, biochemical; E. coli RNA polymerase, fluorescence transcription assay; inhibition, %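 (tested at 10 µM)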; actives 0.2% (n = 62,000); AID 559, 2006; in the data active = inhibition above about 20%;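 also: 0% = enzyme without compound and 100% = no enzyme blank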
AP ELISA ortho: alternative complement pathway inhibitors, primary screen, biochemical, ELISA, human serum, orthogonally pooled compounds; LPS-coated ELISA, C3 deposition; tested in compound mixtures; inhibition, % at 5 µM; actives 0.08% (n = 62,000);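 active = inhibition above 30% in each of the two pooled mixtures holding the compound, so the lower value exceeds 30%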;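 also: 0% = serum in Mg-EGTA without compound and 100% = EDTA serum blank; some compounds past the cut are filed as inactive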
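Medium: diluted human serum in Mg2+-EGTA GVB++. Assay system: human serum complement alternative pathway, C3 deposition onto LPS. Also added: Plate-bound LPS. Technique: Anti-C3 ELISA, OD 450 nm. Measure: percent inhibition. Incubation: 1 h at 37 °C. Dosing: 5 µM each compound, pools of ten, 50 µM per pool.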
RORa activator: activators of orphan receptor RORA, primary screen, cell-based, luminescence; Nuclear receptor ROR-alpha (Homo sapiens), P35398; CHO-K1 Gal4-RORA LBD luciferase reporter; percent increase over mock-subtracted basal signal; activation, % at 10 µM; actives 1.5% (n = 65,000);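 active = activation above the mean of all tested compounds plus 3 SD, cut at about 49% in these data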;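 also: 0% = DMSO-treated RORA cells and 100% = added signal equal to DMSO minus mock-transfected cells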
CatB block: human cathepsin B inhibitors, primary screen, biochemical, fluorogenic substrate; P07858; purified cathepsin B, fluorescence; inhibition, %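 (tested at 10 µM)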; actives 0.1% (n = 63,000); AID 453, 2006; in the data active = inhibition above about 21%;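 also: 0% = enzyme with no compound and 100% = no enzyme blank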
CatB mixtures: cathepsin B inhibitors from pooled compounds, primary screen, biochemical, compound mixtures, AMC fluorescence; inhibition, %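 (ten-compound pools at 5 µM per compound and 50 µM total)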; P07858; actives 0.06% (n = 62,000); Purified cathepsin B, AMC dipeptide fluorescence; in the data active = inhibition above about 22%, passing the limit was not always enough; inconclusive = no clear call, values can overlap the other calls;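 also: 0% = enzyme without compound and 100% = no enzyme blank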
ROCK2 blocker: inhibitors of human ROCK2 kinase, primary screen, biochemical, high-throughput, luminescence | Rho-associated protein kinase 2 (Homo sapiens), O75116 | purified ROCK2, Kinase-Glo ATP depletion luminescence | inhibition, % at 6 µM | actives 0.35% (n = 60,000);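 active = inhibition above the screen-wide mean inhibition plus 3 SD, cut at about 18% in these data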;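 also: plate controls were DMSO wells for no effect and Y-27632 control wells after no-enzyme background subtraction for full effect; many of its hits are not listed in these tables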
Target sequence (O75116 whole entry, looked up): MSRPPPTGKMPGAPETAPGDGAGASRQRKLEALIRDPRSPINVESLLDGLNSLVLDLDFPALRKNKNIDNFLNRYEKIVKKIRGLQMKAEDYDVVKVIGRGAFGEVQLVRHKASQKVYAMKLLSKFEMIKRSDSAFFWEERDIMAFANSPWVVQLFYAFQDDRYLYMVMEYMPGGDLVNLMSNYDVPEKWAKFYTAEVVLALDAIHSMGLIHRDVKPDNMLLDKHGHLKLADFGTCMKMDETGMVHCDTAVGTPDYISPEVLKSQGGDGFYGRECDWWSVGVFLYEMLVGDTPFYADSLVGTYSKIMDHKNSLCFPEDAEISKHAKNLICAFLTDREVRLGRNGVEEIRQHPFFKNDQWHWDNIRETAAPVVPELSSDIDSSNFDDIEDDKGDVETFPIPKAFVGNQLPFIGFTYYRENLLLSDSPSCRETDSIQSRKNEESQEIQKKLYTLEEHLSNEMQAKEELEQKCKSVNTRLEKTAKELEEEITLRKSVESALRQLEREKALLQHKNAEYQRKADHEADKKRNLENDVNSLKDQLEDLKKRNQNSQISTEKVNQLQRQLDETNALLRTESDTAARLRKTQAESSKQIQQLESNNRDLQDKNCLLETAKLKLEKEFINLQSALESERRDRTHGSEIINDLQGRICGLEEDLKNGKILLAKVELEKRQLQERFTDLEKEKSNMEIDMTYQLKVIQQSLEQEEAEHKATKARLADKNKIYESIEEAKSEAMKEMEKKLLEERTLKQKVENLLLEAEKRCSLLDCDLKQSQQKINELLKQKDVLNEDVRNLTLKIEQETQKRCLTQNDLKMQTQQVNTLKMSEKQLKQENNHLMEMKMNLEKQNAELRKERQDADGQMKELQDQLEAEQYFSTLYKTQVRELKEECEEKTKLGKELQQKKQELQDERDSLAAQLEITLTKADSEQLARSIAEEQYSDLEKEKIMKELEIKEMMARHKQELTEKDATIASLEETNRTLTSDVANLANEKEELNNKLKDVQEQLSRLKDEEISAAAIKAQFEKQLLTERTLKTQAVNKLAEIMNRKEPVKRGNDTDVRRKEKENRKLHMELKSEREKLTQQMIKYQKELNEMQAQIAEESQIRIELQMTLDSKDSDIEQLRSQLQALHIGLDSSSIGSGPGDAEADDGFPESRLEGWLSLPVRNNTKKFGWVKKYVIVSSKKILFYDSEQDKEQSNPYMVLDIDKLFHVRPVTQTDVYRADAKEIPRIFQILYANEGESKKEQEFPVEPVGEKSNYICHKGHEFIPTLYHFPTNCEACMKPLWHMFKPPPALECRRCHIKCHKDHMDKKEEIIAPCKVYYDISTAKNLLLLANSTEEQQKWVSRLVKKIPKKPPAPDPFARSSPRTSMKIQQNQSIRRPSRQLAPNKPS
CatS block: inhibitors of human cathepsin S, biochemical, compound mixtures; P25774; recombinant cathepsin S, AMC dipeptide fluorescence, pooled mixtures; inhibition, %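 (tested at 5 µM per compound within 10-compound mixtures)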; actives 0.06% (n = 62,000); AID 501, 2006; in the data active = inhibition above about 32%, passing the limit was not always enough; inconclusive = no clear call, values can overlap the other calls;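 also: 0% = enzyme without compound and 100% = blank without enzyme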
PKA inh: inhibitors of human PKA kinase activity, primary screen, biochemical, ATP-depletion luminescence, Kemptide substrate; cAMP-dependent protein kinase catalytic subunit alpha (Homo sapiens), P17612; PKA Kemptide phosphorylation, Kinase-Glo ATP luminescence; inhibition, % at 6 µM; actives 0.1% (n = 65,000);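 active = inhibition above the screen-wide mean inhibition plus 3 SD, cut at about 21% in these data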; also: many of its hits are not listed in these tables
JNK3 inh: JNK3 kinase activity inhibitors, primary screen, biochemical, human, purified enzyme | HTS | inhibition, % at 8 µM | actives 0.61% (n = 60,000) | AID 746, 2007; in the data active = inhibition above about 17%;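 also: 0% = DMSO and 100% = reference inhibitor; many of its hits are not listed in these tables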
The depositor's hits bear a star; ? = inconclusive; / = not tested or not shown. Only part of the results is shown (hit frequency here may not be typical).

Under each structure – E coli RNAP, AP ELISA ortho, RORa activator, CatB block, CatB mixtures, ROCK2 blocker, CatS block, PKA inh, JNK3 inh
COCCN(C(=O)Cc1cccs1)c1nnc(-c2ccncc2)s1
    -4, -24, -19, 0, 0, 9, -3, 19, -3
COc1ccc(N2CCN(Cc3cc(=O)oc4c3ccc3ccccc34)CC2)cc1
    9, 22, -16, 1, 6, 6, -6, 6, 2
CCOc1ccc(-c2[nH]nc3c2C(c2ccc(O)cc2)C(C#N)=C(N)O3)cc1 (stereo not given)
    -1, 0, 26, -2, 1, 6, -4, 12, -1
N#Cc1nc(COc2ccc(Cl)cc2)oc1NCc1ccc2c(c1)OCO2
    4, -13, -2, 4, 1, /, 13, 10, /
O=C(O)C1CC(=O)N(C2CCCCCC2)C1 (stereo not given)
    1, 6, 3, 5, 0, 4, 9, 8, -3
CCNC(=O)N1C(CC(=O)OCC)C(=O)NC2CCCCC21 (stereo not given)
    4, 7, 0, 4, -6, 6, 2, 4, 3
CC(=O)c1c(C)c2c(n1CCN(C)C)CCCC2
    8, -4, -23, 5, 1, 13, 19, 4, -4
COc1ccc(OCCCC(=O)Nc2ccc3c(c2)OCCO3)cc1
    8, -2, -6, 4, 4, 0, 6, -2, -13
COc1ccc(N2CCN(CCNS(=O)(=O)c3cccc4nsnc34)CC2)cc1
    2, 23, -3, -4, 5, -1, -6, -2, -4
Cc1ccc(-c2ccc(=O)n(CC(=O)NCCN3C(C)CCCC3C)n2)cc1 (stereo not given)
    -5, -4, -4, -1, -2, 3, 1, 7, -3
O=C(O)c1ccc(CS(=O)c2cccc(C(F)(F)F)c2)o1 (stereo not given)
    7, 6, -4, -3, 6, 6, 18, -4, -2
CCN(CC)Cc1c[nH]c2c(C(=O)OC)cccc12
    -2, 25, 25, -1, 0, 8, -4, 10, -6
CC(=O)NS(=O)(=O)c1ccccc1
    8, -5, 5, 3, -4, 4, 7, 2, 5
Cc1ccc(C(=O)Nc2nc3ccccc3c(=O)s2)cc1
    8, -4, -7, 0, -4, -1, 6, 0, -5
O=C(O)c1cccc(N2CCCC2=O)c1
    8, 13, -7, 5, -1, 10, 7, 13, 2
CCn1nnc(NC(=O)c2ccc(-c3ccc(Cl)cc3)o2)n1
    7, -4, -4, 5, 6, 5, 17, 6, -6
CCc1ccc(NC(=O)C2CCN(S(C)(=O)=O)CC2)cc1
    6, 4, -13, 6, 0, 7, 13, 9, -2
CC(C)C[C@H](NC(=O)Nc1cccc(Cl)c1)C(=O)O
    8, -4, 8, 2, 3, 2, 2, 9, -4
CCOC(=O)Nc1oc2ccccc2c(=O)c1CN1CCOCC1
    -8, 13, 4, -4, -3, 2, -6, -4, -5
C=CCc1cccc2cc(C(=O)OCC)c(=O)oc12
    5, 4, /, /, 3, /, 9, /, /
O=C(CNc1ccccc1)Nc1ccc(F)cc1
    10, 4, 3, 5, 1, 4, -8, 13, 6
Cc1ccccc1OCCCC(=O)Nc1ccc(N2CCOCC2)cc1
    6, -2, 1, 2, 1, 8, 10, 5, 7
O=C(NCCc1cccc(F)c1)[C@@H]1CSC2c3ccccc3C(=O)N21 (stereo not given in full)
    7, 10, -9, 1, 4, -1, 15, -4, 2
CSc1nnc(N(CCC#N)CCC#N)s1
    -2, /, -8, 2, /, 0, /, -1, -15
CCOC(=O)N=S(N)(=O)c1ccc(Cl)cc1 (stereo not given)
    2, 16, -14, 3, -1, 0, -9, 5, -2
Cn1cccc1Cc1nnc(SCC(=O)N2CCCCCC2)n1-c1ccc(F)cc1
    3, 22, 12, 0, -2, 3, 5, 5, 4
CC1CCc2nn(CC(=O)NC3CCCC(C)C3C)cc2C1 (stereo not given)
    6, 12, -9, 3, 3, 4, 2, 3, -7
O=C(NCc1ccco1)c1ccc(Br)c(S(=O)(=O)N2CCCCC2)c1
    0, 11, -17, 1, -3, 5, 1, 9, 5
O=C(CC1CCCC1)OCn1nnc2ccccc2c1=O
    5, 6, 11, -1, 7, 2, 2, 3, 5
CC(=O)C1=C(C)OC(N)=C(C#N)C1c1ccco1 (stereo not given)
    7, 14, 17, -2, 4, 0, 3, 1, -3

Three of the compounds above, as labelled records.
CC(=O)c1c(C)c2c(n1CCN(C)C)CCCC2
  E coli RNAP: 8; AP ELISA ortho: -4; RORa activator: -23; CatB block: 5; CatB mixtures: 1; ROCK2 blocker: 13; CatS block: 19; PKA inh: 4; JNK3 inh: -4
COc1ccc(OCCCC(=O)Nc2ccc3c(c2)OCCO3)cc1
  E coli RNAP: 8; AP ELISA ortho: -2; RORa activator: -6; CatB block: 4; CatB mixtures: 4; ROCK2 blocker: 0; CatS block: 6; PKA inh: -2; JNK3 inh: -13
COc1ccc(N2CCN(CCNS(=O)(=O)c3cccc4nsnc34)CC2)cc1
  E coli RNAP: 2; AP ELISA ortho: 23; RORa activator: -3; CatB block: -4; CatB mixtures: 5; ROCK2 blocker: -1; CatS block: -6; PKA inh: -2; JNK3 inh: -4

Later entries
Under each structure – E coli RNAP, AP ELISA ortho, RORa activator, CatB block, CatB mixtures, ROCK2 blocker, CatS block, PKA inh, JNK3 inh
CCOC(=O)N(Cc1ccccc1)C(C(=O)O)C(C(=O)O)N(Cc1ccccc1)C(=O)OCC (stereo not given)
    6, -1, 5, 2, 0, 2, 4, -2, -3
CCCc1cc(=O)[nH]c(SCC(=O)N(Cc2ccccc2)C(C)C)n1
    4, 2, -10, 0, 3, 2, -9, -1, -2
Cc1cc(C)cc(OCc2nnc(SCC(=O)N3CCN(c4ccccc4)CC3)o2)c1
    3, 7, -1, 0, -3, -2, -8, -2, -7
Cn1c(=O)c2c(nc(N3CCN(Cc4ccccc4)CC3)n2CCCc2ccccc2)n(C)c1=O
    4, -1, 2, 1, -4, 4, 3, 1, 7
COc1ccc(-c2cc(C(F)F)n3ncc(C(=O)N4CCN5CCCC5C4)c3n2)cc1 (stereo not given)
    7, 12, -8, -1, -1, /, 0, 10, /
COCCOC(=O)C1=C(C)N=C2SCCC(=O)N2C1c1ccc(C(=O)OC)cc1 (stereo not given)
    0, 13, -4, -3, 3, /, -9, 2, /
CCc1cccc2c(=O)c(C(=O)NCCN3CCOCC3)c[nH]c12
    10, 22, 11, 5, 5, 3, -4, 14, 4
CSCC[C@H](NC(=O)OC(C)(C)C)c1nnc(SCC=C(C)C)o1
    /, 10, 8, 0, -2, -2, -5, 0, -2
CCCCCC(=O)N1CC2(C)CN(C(=O)CCCCC)CC(C)(C1)C2=O
    5, 1, -23, 1, -9, 0, -8, -3, -5
O=C1C2CCCN2C(c2ccccc2F)N1c1ccc(Cl)cc1 (stereo not given)
    6, -5, -7, -4, -3, 4, 3, 11, 0
CN(C)S(=O)(=O)c1ccc(C(=O)Nc2ccc(Cl)cc2)cc1
    7, 13, 14, 2, 3, 1, -2, 6, -6
CC(C)c1[nH]c(=O)c(C#N)c2c1CSC(C)(C)C2
    -3, /, -22, 0, /, -2, /, -6, -2
COc1ccc(OC(C)C(=O)N2CCN(c3ccccn3)CC2)cc1 (stereo not given)
    3, 8, -2, -6, 6, 0, -5, 0, -7
COc1ccccc1CNC(=O)C1CC(=O)N(C2CCCC2)C1 (stereo not given)
    9, 16, 20, 4, 2, 4, 10, 10, -4
Cn1nc(C(=O)NCc2ccccc2)c2ccccc2c1=O
    1, -8, 0, 6, 6, 0, 12, 6, -4
CCN(C(=O)Cc1cccs1)c1nnc(-c2cccnc2)s1
    7, -32, 18, 7, 6, 1, 15, 11, -2
O=C(CN1CCc2[nH]c3ccccc3c2C1)N1CCCCC1
    7, /, 0, -4, /, 6, /, 5, -10
O=C(NC(Cc1ccccc1)C(=O)O)c1ccccc1 (stereo not given)
    11, 4, -18, 1, 2, 5, 4, 3, 7
OC(c1ccc(Cl)cc1Cl)C(Cc1cccnc1)n1cncn1 (stereo not given)
    1, -5, -11, 9, 6, -4, 12, 3, -8
COc1ccccc1C1SCCN1S(=O)(=O)c1cccc(C(F)(F)F)c1 (stereo not given)
    -9, 3, 0, 1, -9, -6, -20, -2, -4
O=c1cc(-c2ccco2)oc2ccc(Cl)cc12
    1, 11, -2, 1, 5, 7, -7, 9, -4
Cc1ccc2nc(NC3=NCN(Cc4ccccc4)CN3)nc(C)c2c1
    0, 9, -14, 2, 8, 0, -1, -3, 3
COc1ccc2c(c1)C(C)=CC(C)(C)N2C(=O)C(C)N1C(=O)c2ccccc2C1=O (stereo not given)
    10, -5, 6, 5, -3, 5, 12, 12, -7
Cc1cc(=O)oc2c(CN3CCC(C)CC3)c(O)c(Cl)cc12
    -177, /, -8, -60, /, -8, /, 7, 5
CCc1nnc(NC(=O)CSc2nnc(-c3cccnc3)n2CCc2ccccc2)s1
    2, 5, 6, 2, 2, 4, -4, 8, -3
COc1cccc(OC)c1C(=O)NCCN1CCN(C(=O)c2c(OC)cccc2OC)CC1
    9, -8, -14, 3, 2, 4, -2, 3, -1
Fc1ccccc1CSc1ncnc2c1oc1ccccc12
    11, 7, -29, 4, 2, 7, -1, 9, 0
c1ccc2c(c1)NC(CN1CCOCC1)CO2 (stereo not given)
    8, 14, -4, 2, 1, /, -2, 5, /
Cn1c(=O)n(C)c2cc(S(=O)(=O)NCc3ccco3)ccc21
    0, 13, -16, 1, 3, 8, ?, 6, -1
CC(NC(=O)NCCCC(=O)O)(C(F)(F)F)C(F)(F)F
    12, 0, -4, 3, 2, 7, -1, 2, 0
Cc1cccc(CN(C)CCc2ccccn2)c1
    4, 12, 10, -1, 3, 5, -8, 7, 5
Nc1sc2c(c1C(=O)NC1CCS(=O)(=O)C1)CCC2 (stereo not given)
    7, -4, 6, 5, 4, -4, 13, 2, 0
COc1cc(S(=O)(=O)NC2CCCCC2C)ccc1Cl (stereo not given)
    -4, -7, -12, -4, 2, 17, 16, 9, -7
O=C(Oc1ccc(N2C(=O)CCC2=O)cc1)c1ccco1
    11, 0, -4, 1, -1, 6, 16, 10, 3
CCNC(=O)Nc1cc2nc(C)n(Cc3ccc(Br)cc3)c2nc1C
    7, 10, -3, 5, 3, 3, 3, 4, -7
Cn1c(=O)oc2cc(C(=O)c3ccccc3)ccc21
    10, /, 5, 0, /, 6, /, 5, -1
